HTR5A ag ctr: HTR5A agonism, opioid heterodimer counter-screen. activation, % at 9.3 µM. actives 0.61% (n = 340,000). HTR5A agonist assay, luminescence, cell-based; in the data active = activation mostly above about 9.5%, no sharp cut-off; inactive = mostly below about 7.6%;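 note: 0% = cells with vehicle only and 100% = reference agonist; strong numbers were not always called active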
Target sequence (P47898 whole entry, looked up): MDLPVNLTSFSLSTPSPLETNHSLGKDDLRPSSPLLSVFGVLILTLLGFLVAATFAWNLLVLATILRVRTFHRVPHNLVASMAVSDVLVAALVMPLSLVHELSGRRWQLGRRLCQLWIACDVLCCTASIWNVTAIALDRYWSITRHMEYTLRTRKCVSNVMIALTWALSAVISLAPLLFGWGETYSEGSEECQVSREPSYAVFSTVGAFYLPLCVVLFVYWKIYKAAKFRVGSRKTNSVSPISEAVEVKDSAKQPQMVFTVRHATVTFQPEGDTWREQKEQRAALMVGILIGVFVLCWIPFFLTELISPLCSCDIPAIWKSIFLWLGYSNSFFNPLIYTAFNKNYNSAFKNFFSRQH
V-ATPase pH: alters yeast V-ATPase proton transport; AID 504577; response, % at 10 µM; actives 0.37% (n = 350,000); S. cerevisiae, pHLuorin cytosolic pH fluorescence; in the data active = response mostly above about 7.3%, no sharp cut-off; inactive = mostly below about 5.4%; note: actives read high; inactives centre near 0; some compounds called inactive have numbers as strong as hits; reference of the scale not given here
CDK5 inh: blocks human CDK5/p35 kinase activity; Q00535+Q15078; AID 488839; inhibition, % at 10 µM; Recombinant CDK5/p35, ADP-Glo luminescence, 60 min; actives 0.01% (n = 330,000);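 active = highest replicate inhibition of at least 50% and at least 75% of replicates reaching 50%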;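 note: plate controls were DMSO neutral control for no effect and GW8510 at 10 µM for full effect; many of its hits are not listed in these tables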
MITF act: increases MITF-driven TRPM1 promoter luciferase signal; SK-MEL-5 TRPM1-promoter luciferase, 24 h; % of positive control, neutral wells = 0; activation, % at 12.5 µM; actives 0.75% (n = 300,000);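 active = mean activation of at least 80% with every replicate also reaching 80%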;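 note: 0% = neutral control wells and 100% = parthenolide positive control wells; values of inactives mirror those of a sister screen read the other way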
PvdQ acylase: blocks Pseudomonas aeruginosa PvdQ acylase activity; purified PvdQ acylase, fluorescence plate reader; inhibition, % at 10 µM; actives 0.063% (n = 340,000); AID 488965; in the data active = inhibition above about 30%, passing the limit was not always enough;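 note: 0% = vehicle neutral wells and 100% = reference inhibitor wells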
SR-BI HDL uptake: inhibitors of mouse SR-BI mediated HDL lipid uptake; Q61009; inhibition, % at 12.5 µM; ldlA[mSR-BI] CHO cells, DiI-HDL uptake fluorescence, 3 h; actives 0.96% (n = 320,000);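 active = mean replicate inhibition of at least 70% and a set share of replicates each scoring 70 or more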;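 note: 0% = median of neutral control wells and 100% = median of positive control wells; values of inactives mirror those of a sister screen read the other way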
Target sequence (Q61009 whole entry, looked up): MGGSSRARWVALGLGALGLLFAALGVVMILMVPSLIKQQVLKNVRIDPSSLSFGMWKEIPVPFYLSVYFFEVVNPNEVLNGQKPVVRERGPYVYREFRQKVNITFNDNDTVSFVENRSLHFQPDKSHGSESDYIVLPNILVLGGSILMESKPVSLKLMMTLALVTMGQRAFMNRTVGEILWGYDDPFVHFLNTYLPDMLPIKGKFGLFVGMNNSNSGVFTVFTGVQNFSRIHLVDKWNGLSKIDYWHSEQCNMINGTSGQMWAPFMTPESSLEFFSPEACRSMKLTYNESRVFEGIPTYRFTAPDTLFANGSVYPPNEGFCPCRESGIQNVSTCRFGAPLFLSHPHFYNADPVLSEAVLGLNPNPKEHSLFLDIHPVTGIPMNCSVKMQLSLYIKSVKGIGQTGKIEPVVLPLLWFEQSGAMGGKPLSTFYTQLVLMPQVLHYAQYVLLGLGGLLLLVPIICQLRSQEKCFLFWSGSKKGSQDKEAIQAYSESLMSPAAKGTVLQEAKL
NSD2 inh: inhibitors of human histone methyltransferase NSD2; NSD2 peptide methylation, AlphaScreen, 120 min; AID 743445; actives 0.54% (n = 310,000); O96028; inhibition, % at 12.5 µM; in the data active = inhibition above about 50%
dFosB act: enhances mouse delta FosB homodimer DNA binding. P13346. purified delta FosB, TAMRA-CDK5 oligo fluorescence polarization; percent of positive-control signal above neutral wells. activation, % at 25 µM. actives 0.99% (n = 340,000). AID 493131;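 active = mean activation above about 17%, with every replicate also reaching it, limit read from the data, passing the limit was not always enough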;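 note: fluorescence polarization rise as delta FosB binds a TAMRA Cdk5 AP-1 oligo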
HTR5A inv ctr: HTR5A inverse agonism, opioid heterodimer counter-screen. HTR5A cell line, luminescence. inhibition, % at 9.3 µM. actives 0.083% (n = 340,000). P47898; in the data active = inhibition mostly above about 23%, no sharp cut-off; inactive = mostly below about 18%;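 note: 0% = cells with DMSO and 100% = no-cell wells with DMSO; some compounds called inactive have numbers as strong as hits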
Wnt act: activates Wnt/beta-catenin signaling in a reporter cell assay; activator, plate reader; activation, % at 9.35 µM; actives 1.2% (n = 300,000); in the data active = activation above about 30%, passing the limit was not always enough;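 note: 0% = neutral control wells and 100% = positive control wells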
* = called active by the depositor; . = no result given.

SMILES	HTR5A ag ctr	V-ATPase pH	CDK5 inh	MITF act	PvdQ acylase	SR-BI HDL uptake	NSD2 inh	dFosB act	HTR5A inv ctr	Wnt act
COc1ccc(NC(=O)C2C3C=CC4(O3)C2C(=O)N(CCN2CCCCC2)C4C(=O)NC2CCCCC2)cc1 (stereo not given)	7.8	2.1	-0.4	4.6	-7.0	6.7	5.5	-10.7	-31.2	-1.2
CCOc1ccccc1N1C(=O)CC(N(O)c2ccccc2)C1=O (stereo not given)	-1.0	2.0	0.9	.	-0.9	0.0	.	4.8	3.1	0.8
COc1cc(Cl)c(S(=O)(=O)NCc2cccnc2)cc1Cl	-8.3	5.7	0.9	2.8	-4.8	19.5	-2.6	-6.9	21.3	-1.3
CCN(CC)C(=O)CN(c1cc(Cl)ccc1OC)S(=O)(=O)c1ccc(C)c([N+](=O)[O-])c1	2.0	1.5	0.4	-3.7	-10.6	-7.4	1.1	-7.7	-7.1	-4.2
CC(C)(C)OC(=O)N/N=C/c1ccc(N2CCOCC2)s1	-0.2	-3.7	0.1	27.8	20.8	-5.3	3.7	3.3	0.8	8.2
CCOC(=O)c1c(C)nc2sc3c(=O)n(-c4ccc(OC)cc4)cnc3c2c1-c1ccc(OC)cc1	10.8	-0.1	0.3	-17.6	-10.8	13.3	1.7	-1.6	-29.8	0.4
Cc1cc(C)c(NC(=O)C2CC(=O)N(c3ccc4c(c3)OCCO4)C2)c(C)c1 (stereo not given)	8.1	.	-2.2	.	1.6	2.8	106.2*	-12.1	-24.8	.
CCOC(CNC(=O)CN1C(=O)COc2ccc(S(=O)(=O)N3CC(C)CC(C)C3)cc21)OCC (stereo not given)	4.2	4.3	0.1	-15.7	0.6	-24.9	.	-10.0	-11.8	-2.7
CN(C)C(CNC(=O)c1ccc(Br)cc1)c1ccco1 (stereo not given)	1.6	-0.1	0.8	3.1	-14.9	16.7	-1.9	-7.3	-5.8	1.2
CC(=O)NC(CC(=O)NNC(=O)c1cc2ccccc2cc1O)c1ccccc1 (stereo not given)	3.5	-3.7	-3.0	-12.0	-11.1	60.4	10.1	-8.9	-8.8	0.6
Cc1ccc(CN(C(=O)c2ccccc2C)C2CCS(=O)(=O)C2)o1 (stereo not given)	4.2	-1.7	-0.2	-4.3	7.6	-17.7	-2.2	5.1	-3.6	-0.9
CCOCCCn1c(=O)c(NC(=O)c2ccc(OCC)cc2)c2n(c1=S)CCCCC2	-1.5	6.0	-1.5	2.5	-4.5	-2.1	1.2	-2.9	4.1	.
O=C(C1CCN(S(=O)(=O)c2cccs2)CC1)N1CCCC(C(F)(F)F)C1 (stereo not given)	7.2	-2.8	-2.0	8.5	-1.0	-6.9	-0.8	-4.1	-13.2	5.7
CCCCn1nnc(NC(=O)C(c2ccccc2)c2ccccc2)n1	-8.4	-1.1	0.4	-7.6	-10.3	-35.2	0.9	-10.5	20.6	-0.8
CCOc1ccc(N2C(=O)CSC2c2ccncc2)cc1 (stereo not given)	3.0	-9.8	-0.2	.	0.6	-9.9	0.6	-4.6	-48.6	.
CCO[C@@H]1OC(C(=O)NC2CC2)=C[C@H](c2ccc(C(F)(F)F)cc2)[C@H]1CCCO	13.5	-4.2	0.1	5.1	0.3	-24.7	.	0.3	-39.6	1.2
CCCc1cc(=O)oc2cc(OCC(=O)NCCCN3CCCC3=O)ccc12	-0.4	-2.5	0.3	3.5	3.2	-13.7	-0.3	-2.4	-12.3	-4.7
COc1ccc(CCC(=O)NNC(=S)Nc2cccc(C(C)=O)c2)cc1	-0.9	-0.7	0.0	1.9	8.4	30.6	0.7	-7.4	2.6	0.3
O=C1c2cccc(NCCNCCO)c2C(=O)c2cccc(NCCNCCO)c21	-1.2	-5.1	3.0	-81.2	16.6	-0.1	.	-20.8	4.6	29.3
O=C(NC1CCCCC1)c1nn2c(C(F)(F)F)cc(-c3ccco3)nc2c1Br	6.7	-2.4	0.5	3.0	0.0	-48.5	1.2	-12.0	-11.9	-3.1
O=C(CCn1cnc2ccccc2c1=O)Nc1nc(-c2ccc(Br)cc2)cs1	4.8	-3.9	0.6	-4.7	-7.4	2.9	-1.0	15.5	-12.5	-3.8
COc1ccc(CCNC(=O)c2cc(COc3c(C)cccc3C)on2)c(OC)c1	2.5	0.7	-1.6	38.5	1.5	27.3	-3.7	-0.3	-1.4	7.4
COc1cc(/C=N/NC(=O)C(=O)NCc2cccnc2)cc(OC)c1OC	2.0	1.0	-0.5	15.8	-8.0	-6.4	-1.7	-0.8	-7.9	.
CC1CN(S(=O)(=O)c2cccc(C(=O)N3CCC(C(N)=O)CC3)c2)CC(C)O1 (stereo not given)	1.3	-2.0	0.4	-5.4	-7.9	-24.1	-1.8	1.1	-4.9	-5.6
Cc1nc([N+](=O)[O-])c(C(=O)O)n1C	-0.7	-2.2	1.0	6.5	1.1	-13.3	1.5	-2.1	-7.2	-14.1
C/C(=N\NC(=O)c1c(Br)c(C)nn1C)c1cccc(NC(=O)C2CCC2)c1	-3.0	-0.6	-4.0	-6.0	-11.4	42.6	0.0	-10.6	12.7	2.5
Nc1nnc(CC(=O)N/N=C/c2cc([N+](=O)[O-])cc(Br)c2O)s1	-5.3	0.7	-0.1	-2.7	-0.4	29.9	14.5	-11.4	12.8	-2.2
O=C(Nc1nc(-c2cccnc2)cs1)c1ccccc1Cl	1.5	-1.5	1.8	4.5	-5.8	17.5	-0.1	24.4*	-4.0	-2.0
CCN1C(=O)/C(=C\N2CCN(c3ccc(F)cc3)CC2)SC1=S	3.6	2.8	-2.8	20.0	4.1	38.2	-1.0	-0.4	2.8	-3.8
CN(C)c1ccc(C=NCC2(O)CCOC(C)(C)C2)cc1 (stereo not given)	-0.3	-2.7	0.7	4.1	8.2	-14.2	2.6	-1.3	18.4	.
COc1ccc(NC(=O)C2CCN(c3cnccn3)CC2)cc1Cl	4.9	2.3	0.0	2.9	-8.9	0.8	-0.7	-4.6	1.3	1.7
CCOC(=O)C(=O)N(Nc1ccc(C)cc1)c1ccc(C)cc1	1.6	-2.4	-1.2	28.0	-6.9	-18.8	0.2	-1.3	-35.7	44.2*
CCOc1ccc(C(=O)/C=C/c2cc(OC)c(OC)c(OC)c2)cc1	4.8	-1.3	-4.0	-9.7	-11.5	42.9	6.9	-18.4	-12.2	-7.2
Cc1ncc(CN2CCC(N3CCC(C(=O)N4CCCC4)CC3)CC2)s1	2.5	1.5	-0.8	-10.3	-12.7	-4.5	.	-0.8	11.3	.
Cc1nnc(SCC(=O)NCC2CCCCC2)n(N)c1=O	0.3	-2.0	0.6	-11.4	15.9	-18.5	-2.3	-3.4	-8.0	.
CCc1ccc(-c2c(C)sc(NC(C)=O)c2C(N)=O)cc1	2.1	1.4	-0.7	-0.8	-12.9	26.0	1.4	-10.6	3.6	.
Cc1cc(C)c2nc(C)cc(Nc3ccc(C(=O)NCCO)cc3)c2c1	-4.1	2.3	-4.5	.	-9.9	8.5	0.4	-0.8	3.5	10.4
CC(=O)NS(=O)(=O)c1ccc(NC(=O)CC(C)c2ccccc2)cc1 (stereo not given)	2.0	-1.4	-2.1	-3.5	-0.6	-15.0	-1.1	-1.8	-5.2	-0.1
CCCCOc1cccc(/C=C(\C#N)C(=O)NC2CC2)c1	0.9	-2.5	-0.8	-14.6	-2.0	19.9	-1.1	-8.3	-12.8	2.1
COc1ccc(CSc2nc(C)cc(C)c2C#N)cc1	3.5	-2.2	0.7	0.3	6.3	6.1	-1.0	6.1	-10.1	4.1
Cn1c(SCc2ccccc2)nc(C(F)(F)F)cc1=O	3.0	-4.2	-0.7	-2.4	-6.7	-8.6	-1.0	-8.2	-8.5	-1.0
CCOC(=O)c1c(C)[nH]c(C(=O)N/N=C/c2ccc(OC)c(OC)c2)c1C	5.6	-5.8	-0.5	-14.9	-12.3	34.2	6.8	3.9	-16.0	-4.1
O=C(CNC(=O)c1ccco1)NCC(=O)OCc1cccc(C(=O)Oc2ccccc2)c1	9.0	-0.2	-1.0	-16.9	-4.5	-22.1	-1.9	-5.5	10.0	.
C=CCNC(=O)CN1C(=O)c2cccc3cccc1c23	-0.5	-0.8	0.8	-0.7	-20.1	-2.4	-1.4	-5.2	1.9	4.8
CC(=O)c1c(C)[nH]c(C(=O)OCC(=O)N2CCc3ccccc3C2)c1C	13.2	-1.7	-0.6	1.9	-11.4	20.5	-0.4	-3.2	-33.4	-1.6
Cc1cccc(N2CCN(C(=O)c3ccc4nc[nH]c4c3)CC2)c1C	0.2	4.6	1.0	-11.1	-18.4	-15.6	-4.1	-8.6	-0.6	-1.8
CN(Cc1ccccc1)C(=O)c1[nH]cnc1C(=O)Nc1ccccc1	-4.3	-2.8	2.1	24.1	-3.9	-1.6	.	-3.7	-14.4	3.7
O=C1c2ccccc2C(O)(c2ccccc2)N1c1ccc([N+](=O)[O-])cc1Cl (stereo not given)	0.5	2.7	-1.7	4.2	-7.8	9.6	1.5	-1.3	-1.8	-5.1
O=C(Nc1ncn[nH]1)c1ccccc1Br	-1.0	2.1	-0.4	-11.4	-7.7	-33.1	-2.0	-4.3	-2.2	0.6
Cc1ccc(-n2c(CNc3ccc(F)cc3)nnc2SCC(=O)NCc2ccco2)cc1	4.2	-1.1	2.4	1.9	-4.6	9.6	3.4	-12.8	-9.4	-2.4
CC(=O)c1cccc(OCc2cc(C(=O)N3CC4C[C@@H]5CC3C[C@H](C4)C5)no2)c1	1.1	0.2	.	-3.8	-9.4	-36.6	-8.1	-5.5	-4.2	-0.9
CCOC(=O)N/N=C(\C)c1ccc(OC(F)F)cc1OC(F)F	9.7	0.1	0.6	13.4	3.1	17.8	-3.3	0.4	-27.4	-2.5
O=c1c2cc(Br)ccc2nc(-c2cccc(C(F)(F)F)c2)n1O	0.6	0.5	0.1	2.3	-11.6	38.5	.	-3.3	-1.2	.
OC(CSc1ccc(F)cc1)CN1CCN(c2ccccc2)CC1 (stereo not given)	3.2	0.5	-0.4	-3.5	-2.5	-15.5	-2.1	-3.0	-8.2	-1.3
Cc1cn(CC(=O)N(C)Cc2ccco2)c(=O)[nH]c1=O	4.6	-0.5	0.9	0.8	3.2	-26.5	.	-0.3	-17.4	5.9
O=C(NC(=S)Nc1ccc(N2CCCC2)cc1)c1ccccc1[N+](=O)[O-]	1.4	0.6	0.5	34.5	-0.4	20.8	4.8	6.3	6.2	14.8
COc1ccc2c(c1OC)C(=O)N1N=C(c3ccc(O)cc3)CC21 (stereo not given)	-2.1	-5.0	-0.5	1.9	-10.7	-6.6	-2.3	-1.1	27.8	.

Another view of 4 compounds above:
SMILES | HTR5A ag ctr | V-ATPase pH | CDK5 inh | MITF act | PvdQ acylase | SR-BI HDL uptake | NSD2 inh | dFosB act | HTR5A inv ctr | Wnt act
CCc1ccc(-c2c(C)sc(NC(C)=O)c2C(N)=O)cc1 | 2.1 | 1.4 | -0.7 | -0.8 | -12.9 | 26.0 | 1.4 | -10.6 | 3.6 | .
Cc1cc(C)c2nc(C)cc(Nc3ccc(C(=O)NCCO)cc3)c2c1 | -4.1 | 2.3 | -4.5 | . | -9.9 | 8.5 | 0.4 | -0.8 | 3.5 | 10.4
CC(=O)NS(=O)(=O)c1ccc(NC(=O)CC(C)c2ccccc2)cc1 (stereo not given) | 2.0 | -1.4 | -2.1 | -3.5 | -0.6 | -15.0 | -1.1 | -1.8 | -5.2 | -0.1
CCCCOc1cccc(/C=C(\C#N)C(=O)NC2CC2)c1 | 0.9 | -2.5 | -0.8 | -14.6 | -2.0 | 19.9 | -1.1 | -8.3 | -12.8 | 2.1

From PubChem BioAssay
